Yeast superoxide – lowers age-related superoxide in aged yeast cells; S. cerevisiae aged cells, superoxide DHE fluorescence; hits give low values; superoxide response (% of plate mean), % at 10 µM; 330,000 tested, 0.18% active; AID 2690;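 active = superoxide response under a set limit, about three screen SD below normal, cut at about 65% in these data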;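 note: yeast aged for seven days with compound at 30 °C before DHE staining; 100% = average MFI of all compound-treated wells on the plate with controls excluded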
BCLXL inh – Bcl-xL (human) inhibition. Q07817. GST-Bcl-xL / FITC-Bim BH3 peptide fluorescence polarization. inhibition, % at 10.9 µM. 320,000 tested, 0.7% active. AID 2129;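 active = inhibition above the mean of all tested compounds plus 3 SD, cutoff set per campaign, cut at about 30% in these data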;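 note: 0% = DMSO wells and 100% = unlabeled Bim-BH3 peptide competitor; inhibitors lower millipolarization by displacing the labeled peptide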
Target sequence (Q07817 whole entry, looked up): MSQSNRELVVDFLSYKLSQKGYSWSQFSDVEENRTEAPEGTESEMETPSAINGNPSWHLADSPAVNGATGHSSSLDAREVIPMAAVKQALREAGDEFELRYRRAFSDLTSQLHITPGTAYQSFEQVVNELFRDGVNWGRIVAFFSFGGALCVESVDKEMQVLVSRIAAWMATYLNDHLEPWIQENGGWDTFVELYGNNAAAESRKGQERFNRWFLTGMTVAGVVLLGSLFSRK
MCL1-BIM inh – disrupts human MCL1 binding to BIM-BH3 peptide | GST-MCL1 / FITC-Bim-BH3 fluorescence polarization | inhibition, % at 10.9 µM | 320,000 tested, 0.68% active | AID 2057;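 active = inhibition above the mean inhibition of all tested compounds plus 3 SD, set per campaign, cut at about 40% in these data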;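 note: 0% = DMSO wells and 100% = unlabeled Bim-BH3 peptide control; higher means more loss of mP so more displacement of Bim peptide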
Target sequence (Q07820 whole entry, looked up): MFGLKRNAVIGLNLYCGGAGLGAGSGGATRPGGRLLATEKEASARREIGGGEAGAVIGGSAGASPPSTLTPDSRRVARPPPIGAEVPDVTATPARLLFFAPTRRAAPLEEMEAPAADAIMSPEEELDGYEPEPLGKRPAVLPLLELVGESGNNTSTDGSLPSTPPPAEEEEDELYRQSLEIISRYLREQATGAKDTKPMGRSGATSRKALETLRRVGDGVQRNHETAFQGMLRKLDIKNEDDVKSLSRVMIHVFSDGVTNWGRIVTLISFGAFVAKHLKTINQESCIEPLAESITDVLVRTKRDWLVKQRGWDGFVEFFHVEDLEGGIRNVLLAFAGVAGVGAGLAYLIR
AGP1-GFP MLPCN – modulators of TOR pathway AGP1-GFP in S. cerevisiae. S. cerevisiae AGP1-GFP multiplex flow cytometry, 3 h; GFP as percent of DMSO wells. GFP response vs DMSO, % at 10 µM. 320,000 tested, 0.02% active;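 active = GFP response relative to DMSO above a set limit, near screen average plus 3 SD, cut at about 150% in these data; inconclusive = fewer than 70 cells counted for the yeast strain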;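 note: median GFP channel fluorescence of the gated AGP1 strain per well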
MEX-5 binding – C. elegans MEX-5 TCR-2 RNA binding activity | MEX-5/FITC-TCR2 RNA binding, fluorescence polarization; hits give low values | Q9XUB2 | 300,000 tested, 0.38% active | activity score (negative = inhibition of binding), % at 10 µM;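 active = inhibition past about -25% in most replicates, and total fluorescence under double the plate's negative control median, limit read from the data; inconclusive = replicates evenly split on the limit, or fluorescence at least double controls; inactive = too little inhibition in most replicates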;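 note: 0% = DMSO and -100% = 5 µM competing unlabeled TCR2 RNA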
GLD-1 RNA inh – GLD-1-TGE RNA interaction inhibition (C. elegans); Q17339; purified GLD-1 + fluorescein TGE RNA, fluorescence polarization; inhibition, % at 5.96 µM; 320,000 tested, 0.44% active;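 active = percent inhibition above a per-plate cutoff, the plate mean of test compounds plus 3 SD, cut at about 30% in these data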;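 note: 0% = DMSO wells with GLD-1 and probe and 100% = wells lacking GLD-1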
Target sequence (Q17339 whole entry, looked up): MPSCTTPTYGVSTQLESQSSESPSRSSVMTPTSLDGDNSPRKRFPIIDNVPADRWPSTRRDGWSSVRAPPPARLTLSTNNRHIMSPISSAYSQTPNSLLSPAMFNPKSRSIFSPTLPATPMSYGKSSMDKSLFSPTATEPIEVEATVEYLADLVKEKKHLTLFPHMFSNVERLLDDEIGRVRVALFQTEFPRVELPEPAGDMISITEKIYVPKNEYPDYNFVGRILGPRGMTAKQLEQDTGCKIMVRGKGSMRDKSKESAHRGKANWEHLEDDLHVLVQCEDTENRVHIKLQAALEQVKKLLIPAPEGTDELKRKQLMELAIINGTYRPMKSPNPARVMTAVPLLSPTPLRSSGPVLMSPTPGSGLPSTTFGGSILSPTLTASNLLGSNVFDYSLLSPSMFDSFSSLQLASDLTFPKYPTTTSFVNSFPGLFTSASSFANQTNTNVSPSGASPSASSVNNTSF
VLA-4 inh – inhibition in a human VLA-4 binding assay. P13612. VLA-4 expressing cells, ligand binding flow cytometry. inhibition, % (about 7 µM as worked out from the volumes in the protocol). 330,000 tested, 0.2% active; in the data active = inhibition above about 50%
GRK2 aptamer HTS – blocks RNA aptamer binding to human GRK2 | P25098 | bead flow cytometry, FAM-aptamer displacement from GRK2 | inhibition of aptamer binding, % at 10 µM | 330,000 tested, 0.59% active;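 active = inhibition of aptamer binding above 40%, roughly 3 SD of noise, on plates passing a quality check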;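 note: median bead fluorescence of bound FAM aptamer so fluorescent compounds give negative values; no value below 0 was filed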
CIT2 TOR yeast – modulators of TOR pathway CIT2-GFP in S. cerevisiae. GFP response vs DMSO, % at 10 µM. S. cerevisiae CIT2-GFP strain, flow cytometry, 3 h; 100 means same as DMSO wells. 320,000 tested, 0.065% active. AID 2029;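 active = GFP response relative to DMSO above a set limit, near the screen mean plus 3 SD, cut at about 150% in these data; inconclusive = Fewer than 70 cells measured for a yeast strain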;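 note: ratio of well median GFP fluorescence to mean of DMSO wells on the plate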
Numbers without * were called inactive.

For O=C(NCc1nnc(SCC(=O)N2CCc3ccccc32)o1)c1ccco1 the results were Yeast superoxide 97, BCLXL inh -3, MCL1-BIM inh -3, AGP1-GFP MLPCN 94, MEX-5 binding 1.1, GLD-1 RNA inh -2, VLA-4 inh 1, GRK2 aptamer HTS 1 and CIT2 TOR yeast 98.
O=C(Nc1ccc(F)cc1)Oc1ccccc1N1CCOCC1 was read as Yeast superoxide 104, BCLXL inh 7, MCL1-BIM inh 0, AGP1-GFP MLPCN 101, MEX-5 binding -3.3, GLD-1 RNA inh -1, VLA-4 inh 2, GRK2 aptamer HTS 1 and CIT2 TOR yeast 93.
For CCC(C)(C)NC(=O)C(c1ccc(C)cc1)N(CC1CCCO1)C(=O)c1csnn1 (centres undefined) the results were Yeast superoxide 91, BCLXL inh 9, MCL1-BIM inh 17, AGP1-GFP MLPCN 104, MEX-5 binding 1.4, GLD-1 RNA inh -1, VLA-4 inh 5, GRK2 aptamer HTS 7 and CIT2 TOR yeast 102.
`CC(CCc1ccccc1)NC(=O)C(Cc1ccccc1)NS(=O)(=O)c1cccs1` (centres undefined) gave Yeast superoxide 109, BCLXL inh 2, MCL1-BIM inh 4, AGP1-GFP MLPCN 97, MEX-5 binding -4.1, GLD-1 RNA inh 2, VLA-4 inh 11, GRK2 aptamer HTS 0 and CIT2 TOR yeast 99.
COC(=O)CS(=O)(=O)c1ccc2c(c1)CC(=O)N2 was read as Yeast superoxide 108, BCLXL inh 2, MCL1-BIM inh 0, AGP1-GFP MLPCN 96, MEX-5 binding -0.1, GLD-1 RNA inh -1, VLA-4 inh 20, GRK2 aptamer HTS 0 and CIT2 TOR yeast 100.
Screening COc1cccc(NC(=O)CN(C)C(=O)Cc2n[nH]c(=O)c3ccccc23)c1 returned Yeast superoxide 104, BCLXL inh 4, MCL1-BIM inh 2, AGP1-GFP MLPCN 102, GLD-1 RNA inh 1, VLA-4 inh 12, GRK2 aptamer HTS 0 and CIT2 TOR yeast 89.
Screening O=c1c2ccccc2[nH]c(=S)n1Cc1ccccc1Cl returned Yeast superoxide 78, BCLXL inh -3, MCL1-BIM inh -7, AGP1-GFP MLPCN 92, MEX-5 binding 2.9, GLD-1 RNA inh 3, VLA-4 inh -10, GRK2 aptamer HTS 0 and CIT2 TOR yeast 101.
`Cc1cc(Oc2ccccc2)nc(NCc2ccccc2)n1` gave Yeast superoxide 87, BCLXL inh 0, MCL1-BIM inh 1, AGP1-GFP MLPCN 99, MEX-5 binding 1.1, GLD-1 RNA inh 7, VLA-4 inh 14, GRK2 aptamer HTS 1 and CIT2 TOR yeast 91.
`CNC(=O)CC(C(=O)O)c1ccc(OC(C)C)cc1` (centres undefined) gave Yeast superoxide 98, BCLXL inh 3, MCL1-BIM inh 0, AGP1-GFP MLPCN 102, MEX-5 binding -2.3, GLD-1 RNA inh 2, VLA-4 inh 11, GRK2 aptamer HTS 0 and CIT2 TOR yeast 99.
`COc1ccc(S(=O)(=O)NCc2ccccn2)cc1NC(=O)c1ccccc1` gave Yeast superoxide 88, BCLXL inh 0, MCL1-BIM inh 10, AGP1-GFP MLPCN 106, MEX-5 binding 0.6, GLD-1 RNA inh 3, VLA-4 inh 14, GRK2 aptamer HTS 0 and CIT2 TOR yeast 104.
Screening COc1cc(C(=O)n2nc(C)cc2C)ccc1O returned Yeast superoxide 117, BCLXL inh 2, MCL1-BIM inh 0, AGP1-GFP MLPCN 89, MEX-5 binding -2.5, GLD-1 RNA inh -1, VLA-4 inh -5, GRK2 aptamer HTS 0 and CIT2 TOR yeast 82.
For O=C(Nc1ccc2nn(-c3ccccc3)nc2c1)c1cccs1 the results were Yeast superoxide 80, BCLXL inh 0, MCL1-BIM inh 0, AGP1-GFP MLPCN 96, MEX-5 binding 0.4, GLD-1 RNA inh 1, VLA-4 inh 15, GRK2 aptamer HTS 0 and CIT2 TOR yeast 94.
O=S1(=O)CCN2C(c3cccc4ccccc34)=CSC2=N1 was read as Yeast superoxide 109, BCLXL inh -4, MCL1-BIM inh -5, AGP1-GFP MLPCN 109, MEX-5 binding -1.2, GLD-1 RNA inh -7, VLA-4 inh 18, GRK2 aptamer HTS 1 and CIT2 TOR yeast 105.
C/C(N)=C(/C#N)C(=O)COC(=O)c1cccc2ccccc12 was read as Yeast superoxide 97, BCLXL inh 5, MCL1-BIM inh 9, AGP1-GFP MLPCN 103, MEX-5 binding -2.6, GLD-1 RNA inh 5, VLA-4 inh 7, GRK2 aptamer HTS 6 and CIT2 TOR yeast 102.
COc1ccccc1NC(=O)c1ccc2c(O)c(S(=O)(=O)c3ccccc3)c(=O)[nH]c2c1 was read as Yeast superoxide 100, BCLXL inh 14, MCL1-BIM inh 6, AGP1-GFP MLPCN 102, MEX-5 binding -2.3, GLD-1 RNA inh -2, VLA-4 inh -1, GRK2 aptamer HTS 0 and CIT2 TOR yeast 109.
`COc1ccc(NC(=O)CSc2nncn2C)c([N+](=O)[O-])c1` gave Yeast superoxide 102, BCLXL inh -1, MCL1-BIM inh 7, AGP1-GFP MLPCN 113, MEX-5 binding 0.7, GLD-1 RNA inh 7, VLA-4 inh 1, GRK2 aptamer HTS 51* and CIT2 TOR yeast 107.
Screening COc1ccccc1NC(=O)c1cc(S(=O)(=O)N2CCC3(CC2)OCCO3)ccc1F returned Yeast superoxide 104, BCLXL inh 2, MCL1-BIM inh 7, AGP1-GFP MLPCN inconclusive, MEX-5 binding -1.0, GLD-1 RNA inh 1, VLA-4 inh 3, GRK2 aptamer HTS 4 and CIT2 TOR yeast inconclusive.
Screening O=C1N/C(=C\c2ccc(O)cc2)C(=O)c2ccccc21 returned Yeast superoxide 121, BCLXL inh -12, MCL1-BIM inh -24, AGP1-GFP MLPCN 105, MEX-5 binding 1.1, GLD-1 RNA inh -2, VLA-4 inh -2, GRK2 aptamer HTS 5 and CIT2 TOR yeast 101.
For O=C(Cn1nnc(-c2cccs2)n1)NCCc1ccccc1 the results were Yeast superoxide 112, BCLXL inh 1, MCL1-BIM inh -1, AGP1-GFP MLPCN 97, MEX-5 binding -0.5, GLD-1 RNA inh 0, VLA-4 inh 12, GRK2 aptamer HTS 0 and CIT2 TOR yeast 98.
Screening CCOC(=O)c1ccc(N2CCOCC2)c(NC(=O)c2ccc3c(c2)OCO3)c1 returned Yeast superoxide 99, BCLXL inh 0, MCL1-BIM inh 2, AGP1-GFP MLPCN 96, MEX-5 binding -1.5, GLD-1 RNA inh 1, VLA-4 inh 20, GRK2 aptamer HTS 2 and CIT2 TOR yeast 93.
For O=S1(=O)N=C2CCCCCN2C(c2ccncc2)N1 (centres undefined) the results were Yeast superoxide 99, BCLXL inh 10, MCL1-BIM inh 7, MEX-5 binding 2.3, GLD-1 RNA inh 12, VLA-4 inh -5, GRK2 aptamer HTS 2 and CIT2 TOR yeast 96.
`O=C(NCc1ccco1)NC(=O)c1csc([N+](=O)[O-])c1` gave Yeast superoxide 90, BCLXL inh 2, MCL1-BIM inh 0, MEX-5 binding 1.6, GLD-1 RNA inh -2, VLA-4 inh -6 and GRK2 aptamer HTS 0.
For CCOc1cc(C2C(C#N)=C(N)OC(C)=C2C(C)=O)c(Br)c(Br)c1OC(C)C (centres undefined) the results were Yeast superoxide 102, BCLXL inh 2, MCL1-BIM inh -1, AGP1-GFP MLPCN 102, MEX-5 binding -5.4, GLD-1 RNA inh -4, VLA-4 inh 22, GRK2 aptamer HTS 0 and CIT2 TOR yeast 91.
CCCN1CCN(C(=O)C2CCN(S(=O)(=O)c3ccc4c(c3)NC(=O)C(C)S4)CC2)CC1 (centres undefined) was read as Yeast superoxide 99, BCLXL inh -4, MCL1-BIM inh -10, AGP1-GFP MLPCN 102, MEX-5 binding -2.9, GLD-1 RNA inh -15, VLA-4 inh -38, GRK2 aptamer HTS 1 and CIT2 TOR yeast 94.
For CCCCOC(=O)c1sc2nc(C)cc(C)c2c1N the results were Yeast superoxide 95, BCLXL inh -2, MCL1-BIM inh -4, AGP1-GFP MLPCN 98, MEX-5 binding 4.3, GLD-1 RNA inh -2, VLA-4 inh -1, GRK2 aptamer HTS 1 and CIT2 TOR yeast 92.
For CC(=O)O[C@H](COc1c2ccoc2cc2oc(=O)ccc12)C(C)(C)O the results were Yeast superoxide 93, BCLXL inh 4, MCL1-BIM inh 10, AGP1-GFP MLPCN 99, GLD-1 RNA inh 2, VLA-4 inh 0, GRK2 aptamer HTS 1 and CIT2 TOR yeast 94.
Cc1nnc(SCc2c(Cl)cccc2Cl)n(N)c1=O was read as Yeast superoxide 84, BCLXL inh -1, MCL1-BIM inh 0, AGP1-GFP MLPCN 96, MEX-5 binding 2.5, GLD-1 RNA inh 3, VLA-4 inh 34, GRK2 aptamer HTS 61* and CIT2 TOR yeast 90.
N/C(=N\OC(=O)c1ccc(Cl)cc1Cl)c1cccnc1 was read as Yeast superoxide 108, BCLXL inh 5, MCL1-BIM inh 1, AGP1-GFP MLPCN 88, MEX-5 binding -3.9, GLD-1 RNA inh 4, VLA-4 inh -5, GRK2 aptamer HTS 0 and CIT2 TOR yeast 107.
O=C(Nc1ccc([N+](=O)[O-])cc1)Nc1ccc(N2CCOCC2)c2nonc12 was read as Yeast superoxide 104, BCLXL inh 4, MCL1-BIM inh 5, AGP1-GFP MLPCN 97, MEX-5 binding -3.8, GLD-1 RNA inh 3, VLA-4 inh -10, GRK2 aptamer HTS 0 and CIT2 TOR yeast 94.
CN(CC1COc2ccccc2O1)C(=O)CSc1ncnc2sccc12 (centres undefined) was read as Yeast superoxide 101, BCLXL inh 2, MCL1-BIM inh -4, AGP1-GFP MLPCN 95, GLD-1 RNA inh -7, VLA-4 inh -4, GRK2 aptamer HTS 5 and CIT2 TOR yeast 87.
`CC(=O)c1cccc(NC(=O)CC2CCCC2)c1` gave Yeast superoxide 98, BCLXL inh -1, MCL1-BIM inh -4, AGP1-GFP MLPCN 101, MEX-5 binding -0.1, GLD-1 RNA inh 4, VLA-4 inh 2, GRK2 aptamer HTS 4 and CIT2 TOR yeast 98.
`COc1ccc(N2CCN(C(=O)C3CCN(C(=O)c4ccccc4Cl)CC3)CC2)cc1` gave Yeast superoxide 96, BCLXL inh -3, MCL1-BIM inh -2, AGP1-GFP MLPCN 107, MEX-5 binding -3.3, GLD-1 RNA inh 0, VLA-4 inh 5, GRK2 aptamer HTS 0 and CIT2 TOR yeast 109.
O=C(Nc1nc(-c2ccccc2)cs1)c1ccccc1NS(=O)(=O)c1ccc(F)cc1 was read as Yeast superoxide 97, BCLXL inh 15, MCL1-BIM inh 17, AGP1-GFP MLPCN 95, MEX-5 binding -2.6, GLD-1 RNA inh 11, VLA-4 inh 9, GRK2 aptamer HTS 2 and CIT2 TOR yeast 93.
C/C(=N\Nc1ccc2nncn2n1)c1ccc(Br)s1 was read as Yeast superoxide 113, BCLXL inh -1, MCL1-BIM inh -6, AGP1-GFP MLPCN 115, MEX-5 binding 1.0, GLD-1 RNA inh 6, VLA-4 inh 12, GRK2 aptamer HTS 0 and CIT2 TOR yeast 104.
Screening CCc1nc2ccc(C(=O)N3CCN(c4cc(C)ccc4C)CC3)cc2nc1CC returned Yeast superoxide 92, BCLXL inh 8, MCL1-BIM inh 3, AGP1-GFP MLPCN 99, MEX-5 binding 2.2, GLD-1 RNA inh 5, VLA-4 inh 7, GRK2 aptamer HTS 1 and CIT2 TOR yeast 95.
